D1 potentiator: potentiators of human D1 dopamine receptor. potentiation, % at 10 µM. HEK293 TREx D1 cells, calcium flux, dopamine EC20 potentiation. 360,000 tested, 0.036% active. P21728. AID 504651; in the data active means potentiation above about 30%; further: 0% is about no effect
Target sequence (P21728 whole entry, looked up): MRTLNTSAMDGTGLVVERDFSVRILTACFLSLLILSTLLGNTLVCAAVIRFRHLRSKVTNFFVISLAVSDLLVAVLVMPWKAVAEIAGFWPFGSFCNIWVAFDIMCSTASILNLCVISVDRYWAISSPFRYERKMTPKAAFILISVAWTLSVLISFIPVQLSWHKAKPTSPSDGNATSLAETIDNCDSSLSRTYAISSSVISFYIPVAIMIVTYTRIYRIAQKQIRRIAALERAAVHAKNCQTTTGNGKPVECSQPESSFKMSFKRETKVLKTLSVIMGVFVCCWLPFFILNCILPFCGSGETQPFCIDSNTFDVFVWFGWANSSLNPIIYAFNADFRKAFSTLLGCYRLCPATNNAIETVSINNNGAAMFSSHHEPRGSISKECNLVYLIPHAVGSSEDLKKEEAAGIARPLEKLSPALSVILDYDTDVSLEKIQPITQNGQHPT
Vif-APOBEC3F blk: Vif-A3F binding inhibition | HeLa A3F-eYFP + Vif (tagged APOBEC3F with the HIV-1 protein that degrades it), YFP fluorescence increase | Potency, µM (series often up to 46.1 µM), for inactives: top-dose activity, negative = active | 390,000 tested, 0.2% active | AID 602313; further: potency means the concentration at half of the fitted maximal effect; % of control where 0% means no effect; nearly all actives have a fitted effect of over 65% in size
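HeLa cells stably expressing A3F-eYFP plus Vif, plated and incubated overnight at 37 deg C, then exposed to compounds overnight at 37 deg C. Blocked degradation read as raised yellow fluorescence (Ex 488/Em 500-530).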
RXFP1 agonist: activates the human relaxin receptor RXFP1 | Potency, µM (series often up to 57.5 µM), for inactives: at the highest dose activation, most hits filed as activators | Q9HBX9 | HEK293T-RXFP1 cAMP TR-FRET, 30 min; response scale: percent of porcine relaxin response, buffer zero | 370,000 tested, 0.3% active | AID 2676; further: potency means the concentration at half of the fitted maximal effect; on the % scale 0 is the no-effect control and ±100 the full control effect; nearly all actives have a fitted effect of over 60% in size; many of its hits are not listed in these tables
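HEK293 cells stably expressing RXFP1, treated 30 min at 37C with compounds plus PDE4 inhibitor Ro 20174; cAMP measured by HTRF TR-FRET. Normalized to buffer and 29 nM porcine relaxin; EC50 by Hill fit.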
D1 antag: blocks dopamine activation of the human D1 receptor; P21728; HEK293 TREx D1 cells, calcium flux, dopamine EC80; hits give low values; activity change, negative = inhibition, % at 10 µM; 360,000 tested, 3.2% active; AID 504652; in the data active means activity change below about -30%; further: on the % scale 0 is the no-effect control and ±100 the full control effect
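Tetracycline-induced HEK293 T-REx cells with force-coupled D1 receptor were loaded with a no-wash calcium dye. Compound was added after a 10 s baseline and read kinetically for 180 s; EC80 dopamine was then added and calcium flux followed another 180 s.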
GRP78 ERSR act: ER stress response induction in glioma; U87-MG GRP78 promoter luciferase reporter, 16 h; Potency, µM, inactives show at the highest dose activation, hits mostly activators; 420,000 tested, 0.02% active; AID 602332; further: potency means the concentration at half of the fitted maximal effect; series mostly up to about 76 µM; % of control where 0% means no effect; nearly all actives have a fitted effect of over 35% in size
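Stably transfected U87-MG human glioma cells carrying a GRP78-based luminescent sensor were seeded at 1000 cells/well, pin-dosed with compounds and incubated 16 h. Luciferase reagent was then added, and end-point luminescence was read after 10 min at room temperature.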
D2 PAM: D2 dopamine receptor (human) potentiation; HEK293 T-REx D2, calcium flux, EC20 dopamine potentiation; potentiation, % at 10 µM; AID 485347; P14416; 340,000 tested, 0.34% active;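 active means potentiation over 3 SD above the plate norm, cut at about 30% in these data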; further: 0% is about no effect
Target sequence (P14416 whole entry, looked up): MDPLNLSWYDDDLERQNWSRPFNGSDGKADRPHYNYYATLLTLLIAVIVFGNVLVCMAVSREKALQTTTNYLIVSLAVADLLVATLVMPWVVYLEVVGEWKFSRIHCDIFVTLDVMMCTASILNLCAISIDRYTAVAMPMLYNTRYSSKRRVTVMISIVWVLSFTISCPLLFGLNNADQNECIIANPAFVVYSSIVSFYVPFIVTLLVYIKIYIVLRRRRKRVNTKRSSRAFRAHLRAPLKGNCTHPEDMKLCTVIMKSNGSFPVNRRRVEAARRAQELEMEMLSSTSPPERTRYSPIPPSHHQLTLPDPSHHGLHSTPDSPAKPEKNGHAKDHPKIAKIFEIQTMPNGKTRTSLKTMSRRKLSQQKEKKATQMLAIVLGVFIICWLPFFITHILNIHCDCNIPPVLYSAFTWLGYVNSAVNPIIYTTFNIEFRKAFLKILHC
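Using a no-wash calcium dye in inducible, force-coupled HEK293 Trex cells expressing D2, we tracked fluorescence each second for 180 s after compound, then for 180 s after EC20 dopamine to detect augmented signalling.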
Vif-APOBEC3G blk: blocks the Vif interaction with human APOBEC3G. HeLa A3G-eYFP + Vif (tagged APOBEC3G with the HIV-1 protein that degrades it), YFP fluorescence, overnight. Potency, µM (top dose mostly 46.1 µM), for inactives: at the top dose activity, negative = active, hits mostly inhibitors. 410,000 tested, 0.076% active. AID 602310;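 further: potency means the concentration at half of the fitted maximal effect; on the % scale 0 is the no-effect control and ±100 the full control effect; nearly all actives have a fitted effect of over 60% in size; hits raise eYFP signal because A3G escapes Vif-driven loss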
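Read-out is eYFP fluorescence (Ex 488/Em 500-530) from Vif-expressing HeLa A3G-eYFP cells; more signal means A3G escaped Vif-mediated degradation. Cells plated overnight, compound pinned in, incubated overnight at 37 deg C.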
D1 ag: human D1 receptor agonism; 360,000 tested, 1% active; activation, % at 2 µM; P21728; HEK293 T-REx D1 cells, calcium flux, agonist mode; in the data active means activation above about 30%; further: 0% is about no effect
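Inducible HEK293 T-REx D1 cells, force-coupled to calcium signalling, were plated at 4000 cells/well with tetracycline and held overnight at 30 C. After no-wash calcium dye loading, compound-evoked calcium rise over 180 s flagged agonists.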
LDHA block: LDHA (human) enzyme inhibition; activity change, % (values are at about 110 or 230 µM); P00338; 480,000 tested, 0.15% active; purified LDHA, NADH/diaphorase-resazurin fluorescence; hits give low values; in the data active means activity change below about -30%; inconclusive means mostly about -25% to -30%;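 further: plate controls were DMSO wells for no effect and wells without enzyme for full effect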
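Human LDH5 at 2 nM final in Tris HCl pH 7.4 with 0.06 mM NADH and 0.2 mM pyruvate, reacted 5 minutes at room temperature. Remaining NADH coupled via diaphorase/resazurin; resorufin fluorescence read at 0 and 20 minutes, normalized to enzyme-free and DMSO wells.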
Starred values were filed as active, the others as inactive; ? = inconclusive; · = no result given; & = joins results of further samples. Unless noted, the call rests on the fitted dose curve; in most records, active means well fitted curve in the direction sought with a large enough effect; inconclusive means small, poorly fitted or top-dose-only effect, or another doubt; inactive means no such curve, though single readings can be large; an effect the other way counts as inactive or inconclusive.

SMILES	D1 potentiator	Vif-APOBEC3F blk	RXFP1 agonist	D1 antag	GRP78 ERSR act	D2 PAM	Vif-APOBEC3G blk	D1 ag	LDHA block
Cc1cc(/C=C(\C#N)C(=O)N2CCCCC2)cc(C)c1O	-6	-14%	3.1%	-14	5%	5	?	4	3
O=C1Nc2ccccc2C1(O)C/C(=N/O)c1ccccc1 (stereo not given)	-5	-4%	1.9%	-4	5%	·	0%	2	-3
COc1ccc(CN2CCSCC2)c(OC)c1C	0	-1%	3.3%	-3	-3%	-6	-2%	5	-16
COc1cc(/C=C/C(=O)OCC(=O)c2c(N)n(C)c(=O)n(C)c2=O)ccc1OCC#N	-6	7%	8.3%	-14	-3%	6	-3%	6	-3
Clc1ccc2nc(CN3CCCCCC3)cn2c1	-11	3%	-0.1%	-2	-1%	23	0%	8	-3
CCCc1nnc(SCC(=O)Nc2ccc(OCC)cc2)n1N	-1	2%	0.6%	-2	1%	9	-1%	3	-8
CCOc1ccc(NC(=O)c2cc(OC)nc3ccccc23)cc1	-5	-21%	-0.4%	-12	-11%	-3	?	2	-5&-7
CC(C)C1(C(C)C)OC(=O)c2ccccc21	-7	6%	1.8%	3	-5%	-4	-4%	2	-5
CCCCCC(=O)C(=O)c1ccc(O)cc1O	1	-1%	-1.8%	21	-4%	4	0%	3	1
CC(C)CNS(=O)(=O)c1cc(C(=O)N2CC(C)OC(C)C2)c(Cl)cc1Cl (stereo not given)	-4	0%	1.0%	5	-4%	-7	2%	1	-9
CCCN1CCN(CCCNC(=O)c2ccc3c(c2)NC(=O)c2ccccc2S3)CC1	0	9%	-2.2%	45	-4%	-8	2%	0	-10
Cc1cc(C(=O)N2CCN(c3ncccn3)CC2)nn1C	-3	8%	1.9%	-26	-4%	10	1%	5	-5
CCN1CCN(C(=O)CCN2C(=O)COc3ccc(C)cc32)CC1	0	-9%	-2.8%	23	-1%	7	-3%	2	0
CC(=O)N(c1cccc(C)c1)S(=O)(=O)c1ccc(Cl)cc1	-7	2%	-0.5%	0	-2%	-5	9%	0	1
CCOc1ccc2oc(=O)cc(CN3CCN(C(=O)c4cccc(F)c4)CC3)c2c1	2	8%	0.3%	1	0%	-6	4%	0	-6
COc1ccccc1CNC(=O)C1CCCN(S(=O)(=O)c2cccc3nonc23)C1 (stereo not given)	-8	-4%	-0.5%	10	-1%	-7	-7%	14	-3
O=C(COC(=O)c1ccc(-n2cnnn2)cc1)Nc1cc(Cl)ccc1F	-9	4%	1.7%	-20	-3%	-10	5%	0	-14
COc1ccccc1-c1nnc(NC(=O)CSc2nncn2C)s1	-2	-11%	13%	9	-7%	-2	1%	0	-6
CCOc1ccc2oc(C(=O)NC3CC(C)(C)NC(C)(C)C3)c(C)c2c1	-1	4%	-3.2%	6	-3%	4	2%	4	0
Cc1ccccc1Oc1ccc2c(c1)[C@@H]1C[C@H](N(C)C(=O)c3cccnc3)[C@H]([C@H](C)O)C(=O)N1CC2	·	-4%	·	·	0%	·	-7%	·	-32*
Cc1ccc(OCc2n[nH]c(=S)n2-c2ccc(Cl)cc2)cc1	6	6%	-0.4%	8	-1%	·	1%	14	-12
O=C(Cc1ccccc1)NCC(=O)OCC(=O)c1ccc(Cl)cc1	-8	1%	0.5%	-1	-5%	-4	-3%	1	-3
O=C(Nc1sc2c(c1C(=O)O)CCCC2)c1cccc(Cl)c1	-6	-4%	-0.5%	0	5%	-3	-7%	0	-7
O=C(CCNS(=O)(=O)c1ccc(F)c(Cl)c1)NCc1ccccc1F	·	2%	·	·	2%	·	-4%	·	-4
O=C(NCC1CCCCC1)c1ccc(Cl)nc1	-5	3%	2.0%	-1	-2%	7	7%	1	-5
COc1ccc(Nc2nc(-c3cccnc3)cs2)c(OC)c1	-4	-5%	-0.6%	-12	-3%	6	1%	2	5
Cc1cccc(C)c1NC(=O)COc1ccc2c(C)c(Cc3ccccc3)c(=O)oc2c1C	-8	0%	2.1%	-14	-4%	2	-5%	4	-1
O=C(Oc1ccc(Br)cc1)C1CCN(C2=NS(=O)(=O)c3ccccc32)CC1	-7	-1%	-0.9%	-27	-4%	-1	0%	9	-4
COc1ccc(C(=O)NC2CCCCC2)cc1S(=O)(=O)N1CCCC1	-4	·	0.5%	2	-2%	-1	1%	3	-7
CCCN(CCC)CCNc1c(NC2CCN(C(=O)OCC)CC2)c(=O)c1=O	·	-10%	0.7%	-5	-2%	-3	2%	2	3
Cc1cccc(-c2nc3ccccc3c(=O)n2NC(=O)c2cccnc2Cl)c1	4	1%	0.7%	1	-1%	-4	2%	0	-6
CCN(c1ccccc1)S(=O)(=O)c1ccc(OC)c(NC(=O)CCc2nc3ccccc3c(=O)[nH]2)c1	1	5%	1.3%	4	-4%	-2	-7%	3	3
O=S(=O)(Nc1ncnc2scc(-c3ccc(F)cc3)c12)c1cc(F)ccc1F	-5	-4%	-2.0%	-6	-2%	-6	-8%	4	-8
CCOc1ccc(-c2nnc3sc(-c4ccccc4OC)nn23)cc1	·	-5%	·	·	-9%	·	5%	·	-3
CN(C)C(=O)c1ccc(NC(=O)c2cncc(Br)c2)cc1	-3	1%	1.9%	13	2%	8	1%	2	-12
COc1ccc(C)cc1Cn1c(S(C)(=O)=O)nc2ccccc21	-3	-3%	0.3%	-3	0%	2	0%	3	5

Profiles, looked up by structure. Screens in order: D1 potentiator, Vif-APOBEC3F blk, RXFP1 agonist, D1 antag, GRP78 ERSR act, D2 PAM, Vif-APOBEC3G blk, D1 ag, LDHA block
COc1ccccc1CNC(=O)C1CCCN(S(=O)(=O)c2cccc3nonc23)C1 (stereo not given) as listed: -8, -4%, -0.5%, 10, -1%, -7, -7%, 14, -3
CCCN(CCC)CCNc1c(NC2CCN(C(=O)OCC)CC2)c(=O)c1=O as listed: ·, -10%, 0.7%, -5, -2%, -3, 2%, 2, 3
O=C(CCNS(=O)(=O)c1ccc(F)c(Cl)c1)NCc1ccccc1F as listed: ·, 2%, ·, ·, 2%, ·, -4%, ·, -4
CCOc1ccc2oc(C(=O)NC3CC(C)(C)NC(C)(C)C3)c(C)c2c1 as listed: -1, 4%, -3.2%, 6, -3%, 4, 2%, 4, 0

Further entries follow:
SMILES	D1 potentiator	Vif-APOBEC3F blk	RXFP1 agonist	D1 antag	GRP78 ERSR act	D2 PAM	Vif-APOBEC3G blk	D1 ag	LDHA block
COC(=O)/C=C/c1oc2ccccc2c1C	-3	-12%	-0.8%	-23	-5%	3	3%	-4	-10
CCc1ccc(C2=NN(C(C)=O)C(c3ccco3)C2)cc1 (stereo not given)	-8	5%	0.5%	5	-3%	0	-2%	-1	-1
Cc1ccc(NC(=O)c2ccc(S(=O)(=O)N3CCCC3)cc2)nc1	-1	-17%	-0.6%	5	1%	-2	0%	2	-4
COc1ccccc1NC(=O)CCCC(=O)OCC(F)(F)C(F)F	-3	-3%	-1.9%	·	0%	12	1%	-1	-1
COc1ccccc1NC(=O)c1c(NCc2ccc(OC)c(OC)c2OC)sc2c1CCC2	1	-10%	-0.8%	-2	-6%	-1	-3%	0	-11
COc1cccc(NC(=O)COC(=O)CCC2CCCC2)c1	·	0%	1.8%	-24	4%	1	-1%	6	0
Cn1c(NCC(O)c2ccccc2)nc2c1c(=O)n(Cc1ccc(Cl)cc1)c(=O)n2C (stereo not given)	-2	0%	-0.4%	-5	-8%	5	-15%	-4	-1
O=c1[nH]c(CSc2nnnn2-c2ccccc2)nc2ccccc12	-2	-15%	4.1%	·	-4%	-7	0%	1	-5
Brc1csc2ncccc12	2	2%	2.8%	9	-4%	2	1%	3	-7
Cc1c(C#N)c(NC(=O)c2ccccc2)n(Cc2ccccc2)c1C	-5	0%	1.2%	-26	-7%	2	3%	1	-4
Cc1nc(-c2ccccc2)cc(=O)[nH]1	-3	-8%	-0.2%	4	-4%	14	-1%	2	-6
COc1ccc(OC)c(/C=N/N=C(\N)c2nonc2N)c1	-3	-5%	5.4%	-30*	0%	-1	-2%	1	0
O=C(CN1c2cccc3cccc(c23)S1(=O)=O)NCc1ccc(Cl)cc1	5	5%	1.7%	-12	-3%	-5	-2%	11	3
COc1ccccc1CNC(=O)CN(c1ccc(C)cc1)S(=O)(=O)c1c(C)n[nH]c1C	-8	1%	0.5%	-29	-4%	4	0%	1	-4&2
CN(c1ncc(C(F)(F)F)cc1Cl)n1cc(C(N)=O)c2ccccc2c1=O	6	-15%	0.1%	8	3%	-1	-14%	2	-2
Cc1nn(-c2ccccc2)c2sc(C(=O)N(CC(=O)NC3CCCC3)Cc3ccco3)cc12	-6	-11%	-1.2%	-10	-2%	-6	-30%	4	-1
COc1ccc(CNC(=O)C2CCCN(S(=O)(=O)N3CC(C)CC(C)C3)C2)c(OC)c1 (stereo not given)	6	1%	0.0%	2	1%	21	2%	3	-17
COc1ccccc1NC(=O)Nc1ccccc1C(=O)NCCCN1CCOCC1	-5	10%	2.8%	2	-5%	10	2%	3	-6
Cc1ccc(NC(=O)C(=O)NCCN2CCN(S(C)(=O)=O)CC2)cc1C	-5	?	0.7%	5	-1%	17	0%	8	-1
O=C(N/N=C/c1cccs1)c1ccccn1	-1	-21%	2.6%	-11	1%	6	5%	0	1
O=C(CCNC(=O)c1ccc(Br)cc1)NCC(c1ccco1)N1CCCCC1 (stereo not given)	-4	5%	-0.2%	-2	-2%	16	-1%	1	-20
O=C(COc1ccc(F)cc1)Nc1ccc2nc(SCC(=O)N3CCCC3)sc2c1	-1	1%	-1.2%	-14	-6%	·	1%	5	-6
O=C(c1nn(-c2ccccc2)c(=O)c2ccccc12)N1CCN(c2ncccn2)CC1	6	-12%	1.6%	0	1%	-2	-1%	1	-10
O=C(OCC1CCCO1)c1ccc2c(c1)N(Cc1ccccc1Cl)C(=O)c1ccccc1S2(=O)=O (stereo not given)	-3	-1%	-0.7%	-15	-3%	-2	-1%	10	-3
CSCC[C@H](NC(=O)N1CCn2c1nc1ccccc12)C(=O)N1CCCCC1	-4	0%	-2.4%	0	1%	-5	-2%	0	-10
O=C(CC1C(=O)NCCN1Cc1cccc(F)c1)NC1CCCCC1 (stereo not given)	-2	1%	1.0%	5	-5%	1	-5%	3	6

Screens deposited in PubChem by National Center for Advancing Translational Sciences (NCATS).

This is a subset. The share of hits here may be higher or lower than overall.
